# Compound activity deposited in PubChem BioAssay by National Center for Advancing Translational Sciences (NCATS).
# 12-LOX inh = Primary qHTS assay for inhibitors of human arachidonate 12S-lipoxygenase (ALOX12): Round 2. Polyunsaturated fatty acid lipoxygenase ALOX12 (Homo sapiens), P18054. purified 12hLO, xylenol orange hydroperoxide absorbance. Potency, µM (highest dose often 108 µM), inactives show at the highest dose activity change, negative = inhibition, actives largely listed as inhibitors. 580,000 tested, 1.1% active. AID 1671190, 2021; further: on the % scale 0 is the no-effect control and ±100 the full control effect
#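 Purified human 12hLO at 150 nM in 25 mM Hepes, 0.01% Triton X-100, pH 7.0, preincubated 15 min at room temperature with compound. Reaction started with 40 uM arachidonic acid, 30 min at room temperature. Hydroperoxide measured by Fe-xylenol orange, 573/405 nm absorbance ratio.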
# Vif-A3F inh = qHTS for Inhibitors of Vif-A3F Interactions: qHTS. HeLa A3F-eYFP + Vif (tagged APOBEC3F with the HIV-1 protein that degrades it), YFP fluorescence increase. Potency, µM (series often up to 46.1 µM), without a hit: at the top dose activity, negative = active. 390,000 tested, 0.2% active; further: % of control where 0% means no effect; nearly all actives have a fitted effect of over 65% in size
#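 HeLa cells stably expressing Vif plus C-terminally eYFP-tagged A3F were seeded, incubated overnight at 37 deg C, dosed with compound, incubated overnight again at 37 deg C. Yellow fluorescence (Ex 488/Em 500-530) reported blocked Vif-mediated A3F-eYFP degradation.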
# mIDH1 inhibitor = qHTS for Inhibitors of mutant isocitrate dehydrogenase 1 (IDH1): qHTS. Potency, µM (titrated, usually from 76.6 µM), inactives show at the top dose activity change, negative = inhibition, hits mostly inhibitors. Isocitrate dehydrogenase [NADP] cytoplasmic (Homo sapiens), O75874. 390,000 tested, 0.093% active. IDH1-R132H enzyme, NADPH consumption, diaphorase/resazurin fluorescence. AID 602179, 2012; further: on the % scale 0 is the no-effect control and ±100 the full control effect; nearly all actives have a fitted effect of over 65% in size
#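 IDH1-R132H (0.5 ug/mL) preincubated 30 min with compound, then NADPH (0.016 mM) and alpha-KG (2 mM) added; 80 min at RT, pH 7.5. Remaining NADPH coupled via diaphorase/resazurin to fluorescence (540/590 nm); concentration-response curves normalized to no-enzyme control.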
# USP1-UAF1 inh = Inhibitors of USP1/UAF1: Primary Screen; Ubiquitin carboxyl-terminal hydrolase 1 (Homo sapiens), O94782; recombinant USP1/UAF1, Ub-Rhodamine cleavage fluorescence; Potency, µM (doses to about 57.1 µM), for the others: at the highest dose activity change, negative = inhibition, actives largely listed as inhibitors; 390,000 tested, 0.23% active; further: on the % scale 0 is the no-effect control and ±100 the full control effect; nearly all actives have a fitted effect of over 60% in size; inactives centre near -12
#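 High-throughput fluorogenic screen: 1nM USP1/UAF1 complex, Ub-Rho substrate 150nM final, 50mM HEPES pH 7.8 with 0.5mM EDTA, 0.1 mg/ml BSA, 1mM TCEP and 0.01% Tween-20.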
# rTrxR1 inhibitor = qHTS Assay for Inhibitors of Mammalian Selenoprotein Thioredoxin Reductase 1 (TrxR1): qHTS; recombinant rTrxR1, NADPH fluorescence consumption, selenite substrate; Potency, µM (top dose mostly 114 µM), inactives show at the highest dose activity change, negative = inhibition, actives largely listed as inhibitors; 390,000 tested, 1% active; further: on the % scale 0 is the no-effect control and ±100 the full control effect; nearly all actives have a fitted effect of over 65% in size
#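 Rat TrxR1 (90 nM in the dispensed reagent) was pre-reduced with 400 uM NADPH for 5 min at room temperature, then incubated with compound for 15 min. After 400 uM selenite was added, NADPH fluorescence (Ex 340/Em 450 nm) was followed for 8 min.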
# RGS4 inh = Inhibitors of Regulator of G Protein Signaling (RGS) 4: qHTS; Regulator of G-protein signaling 4 (Homo sapiens), P49798; Potency, µM (series often up to 114 µM), inactives show at the highest dose activity change, negative = inhibition, most hits filed as inhibitors; Transcreener GDP fluorescence polarization, RGS4-accelerated GTP hydrolysis; 390,000 tested, 0.039% active; further: on the % scale 0 is the no-effect control and ±100 the full control effect; nearly all actives have a fitted effect of over 75% in size; some results filed as inactive show a strong effect at the top dose
# Target sequence (P49798 whole entry, looked up): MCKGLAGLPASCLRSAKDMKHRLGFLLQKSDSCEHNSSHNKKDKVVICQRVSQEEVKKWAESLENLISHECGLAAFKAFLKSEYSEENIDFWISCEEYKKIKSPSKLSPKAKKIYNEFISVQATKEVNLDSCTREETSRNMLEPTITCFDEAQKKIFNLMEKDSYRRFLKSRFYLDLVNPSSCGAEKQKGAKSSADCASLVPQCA
#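 MLSMR compounds (23 nl, pin-transferred) preincubated 10 min at room temperature with a 500nM (2x) first reagent, then RGS4 at 900nM (2x) plus Transcreener GDP mix added; fluorescence polarization (620/688 nm) read before and after 90 min at 30 °C.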
# Vif-A3G inh = qHTS for Inhibitors of Vif-A3G Interactions: qHTS; DNA dC->dU-editing enzyme APOBEC-3G (Homo sapiens), Q9HC16; HeLa A3G-eYFP + Vif (tagged APOBEC3G with the HIV-1 protein that degrades it), YFP fluorescence, overnight; Potency, µM (highest dose often 46.1 µM), without a hit: top-dose activity, negative = active, hits mostly inhibitors; 410,000 tested, 0.076% active; AID 602310, 2012;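 further: on the % scale 0 is the no-effect control and ±100 the full control effect; nearly all actives have a fitted effect of over 60% in size; hits raise eYFP signal because A3G escapes Vif-driven loss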
#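 Read-out is eYFP fluorescence (Ex 488/Em 500-530) from Vif-expressing HeLa A3G-eYFP cells; more signal means A3G escaped Vif-mediated degradation. Cells plated overnight, compound pinned in, incubated overnight at 37 deg C.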
# RXFP1 ag = qHTS Assay for Agonists of the Relaxin Receptor RXFP1; HEK293T-RXFP1 cAMP TR-FRET, 30 min; response scale: percent of porcine relaxin response, buffer zero; Potency, µM (series often up to 57.5 µM), inactives show at the top dose activation, most hits filed as activators; 370,000 tested, 0.3% active; AID 2676, 2010; further: on the % scale 0 is the no-effect control and ±100 the full control effect; nearly all actives have a fitted effect of over 60% in size; many of its hits are not listed in these tables
# Target sequence (Q9HBX9 whole entry, looked up): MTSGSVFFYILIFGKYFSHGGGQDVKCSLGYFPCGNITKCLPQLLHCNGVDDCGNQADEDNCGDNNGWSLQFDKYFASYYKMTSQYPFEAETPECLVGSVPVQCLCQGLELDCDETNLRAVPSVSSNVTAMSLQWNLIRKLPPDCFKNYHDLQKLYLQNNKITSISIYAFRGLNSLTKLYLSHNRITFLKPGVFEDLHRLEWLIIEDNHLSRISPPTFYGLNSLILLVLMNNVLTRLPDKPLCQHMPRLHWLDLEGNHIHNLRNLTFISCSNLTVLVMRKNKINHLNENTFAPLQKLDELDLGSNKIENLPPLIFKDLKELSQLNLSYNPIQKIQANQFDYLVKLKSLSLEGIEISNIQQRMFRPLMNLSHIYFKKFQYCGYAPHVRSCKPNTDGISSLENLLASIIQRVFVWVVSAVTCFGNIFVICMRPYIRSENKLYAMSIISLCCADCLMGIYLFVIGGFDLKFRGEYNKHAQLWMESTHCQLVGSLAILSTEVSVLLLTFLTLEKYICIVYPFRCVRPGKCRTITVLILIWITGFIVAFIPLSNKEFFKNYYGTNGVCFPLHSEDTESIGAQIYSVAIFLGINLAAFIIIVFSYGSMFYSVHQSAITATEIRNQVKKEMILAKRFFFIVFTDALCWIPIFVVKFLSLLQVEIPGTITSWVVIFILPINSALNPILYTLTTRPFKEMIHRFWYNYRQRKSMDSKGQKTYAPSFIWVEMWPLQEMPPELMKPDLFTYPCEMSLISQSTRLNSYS
#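 Agonist response is measured as cAMP accumulation in an RXFP1-transfected HEK293T line under PDE4 inhibition. Values are scaled between buffer-only and 29 nM porcine relaxin, and EC50s come from standard Hill equation fits.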
# TrxR1 substrate = qHTS Assay for Substrates of Mammalian Selenoprotein Thioredoxin Reductase 1 (TrxR1): qHTS | Potency, µM (titrated, usually from 114 µM), for the others: at the highest dose activity change, negative = substrate turnover | Thioredoxin reductase 1, cytoplasmic (Rattus norvegicus), O89049 | 390,000 tested, 0.01% active | purified TrxR1 substrate turnover, NADPH consumption readout; further: on the % scale 0 is the no-effect control and ±100 the full control effect; nearly all actives have a fitted effect of over 50% in size
#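 Rat TrxR1, dispensed at 90 nM, was prereduced with 400 uM NADPH (final) for 5 min at ~22 deg C, then incubated with compound 15 min before 400 uM selenite. A first-read NADPH fluorescence drop versus no-compound background flagged substrates.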
# * = called active by the depositor; ? = inconclusive; . = not tested or not shown; [ ] = another dose, or the depositor's remark. The call rests on the fitted dose curve; in most records, active means well fitted curve in the direction sought with a large enough effect; inconclusive means small, poorly fitted or top-dose-only effect, or another doubt; inactive means no such curve, though single readings can be large; an effect the other way counts as inactive or inconclusive. Potency means the concentration at half of the fitted maximal effect.
mol	12-LOX inh	Vif-A3F inh	mIDH1 inhibitor	USP1-UAF1 inh	rTrxR1 inhibitor	RGS4 inh	Vif-A3G inh	RXFP1 ag	TrxR1 substrate
C[C@@H](C(=O)Nc1ccc2ccccc2c1)[C@H]1C[C@]1(C)[C@H](NS(=O)(=O)c1ccc(-c2ccccc2)cc1)c1ccccc1	-11%	-7%	-2%[38.3 µM]	-20%	13%	-31%	1%	3.5%	-1%
NC(=O)c1c(NC(=O)c2ccccc2)sc2c1CCCC2	?	2%	1%	4%	-12%	27%	1%	3.8%	37%[activator]
COc1ccc(C(=O)NCC(c2ccco2)S(=O)(=O)c2cccs2)cc1 (configuration not stated)	1%	-1%	-15%	?	10%[57.1 µM]	9%	3%	-0.1%	0%[57.1 µM]
CCCC(=O)Nc1ccc(N2CCN(C(=O)c3ccccc3C)CC2)cc1	0%	-4%	11%	-9%	-9%	0%	0%	1.1%	-3%
Cc1ccccc1/C=C/C(=O)N1CCOCC1	-4%	8%	8%	-23%	24%	13%	0%	1.2%	7%
N#C/C(=C\c1cn(CCOc2ccccc2)c2ccccc12)C(=O)NCC1CCCO1 (configuration not stated)	-7%	-11%	4%	-5%	-6%	1%	-5%	0.2%	-13%
Cc1nnc2n1N=CC=C(c1ccccc1)S2	-25%	-4%	4%	-11%	-17%	-4%	?	2.7%	1%
CC(=O)Nc1ccc(C(=O)CN2CCN(c3ccccc3)CC2)cc1	-8%	-3%	-2%	-5%	?	-13%	3%	-1.5%	6%
CCCNC(=S)NNC(=O)c1cc(C2CC2)nc2ccccc12	.	0%	0%	-26%	10%	-34%	-6%	0.4%	7%
NC(=O)CSc1nnc(Cc2cccs2)n1C1CCCCC1	-17%	-17%	6%	-9%	3%[57.1 µM]	15%	2%	-0.4%	10%[57.1 µM]
CCCCc1ccc(NC(=O)c2ccc3c(c2)CCN3S(=O)(=O)CC)cc1	-28%	-7%	6%	-15%	6%	2%	6%	-2.5%	1%
CCN(CC)S(=O)(=O)c1cccc(C(=O)OCC(=O)c2ccc3c(c2)OCCO3)c1	30%	4%	2%	-9%	11%	20%	0%	-1.8%	-4%
Cc1onc(-c2c(F)cccc2Cl)c1C(=O)OCc1nnc(-c2ccccc2)o1	2%	0%	9%	-16%	27%	13%	-15%	1.4%	4%
O=C(CS(=O)(=O)c1ccccc1)Nc1ccc(S(=O)(=O)Nc2ccccn2)cc1	-2%	1%	-18%	-16%	-2%	21%[56.9 µM]	0%	-1.9%	5%
CCN1C=C(C(=O)c2ccccc2)C(=O)CC1	9%	-2%	-5%	-30%	2%	-1%	2%	.	0%
COc1ccccc1C(=O)NNC(=O)c1nn(Cc2ccccc2)c(=O)c2ccccc12	4%	?	5%	-11%	31%[57.1 µM]	12%	-3%	1.1%	10%[57.1 µM]
CN(c1cccc(NC(=O)c2ccc(CN3CCc4ccccc4C3)cc2)c1)S(C)(=O)=O	16%	7%	15%	-23%	24%	6%	-1%	2.4%	4%
NS(=O)(=O)c1ccc(NC(=S)NCc2ccccc2)cc1	?	-5%	0%	-9%	-18%	-39%	2%	4.4%	-7%
Cc1cccc(CN2C(=O)c3ccccc3Sc3ccc(C(=O)NCc4cccs4)cc32)c1	0%	7%	-14%	0%	12%[57.1 µM]	-15%	4%	2.0%	-5%[57.1 µM]
Cc1ccc(NC(=S)NCc2ccc3c(c2)cc(C)n3C)c(C)c1	35µM*	-5%	-7%	-26%	1%	-98%[56.9 µM]	5%	1.9%	-6%

# One compound at a time, as listed above. Values in the order: 12-LOX inh | Vif-A3F inh | mIDH1 inhibitor | USP1-UAF1 inh | rTrxR1 inhibitor | RGS4 inh | Vif-A3G inh | RXFP1 ag | TrxR1 substrate
# `COc1ccccc1C(=O)NNC(=O)c1nn(Cc2ccccc2)c(=O)c2ccccc12` is listed as 4% | ? | 5% | -11% | 31%[57.1 µM] | 12% | -3% | 1.1% | 10%[57.1 µM]
# `CCCNC(=S)NNC(=O)c1cc(C2CC2)nc2ccccc12` is listed as . | 0% | 0% | -26% | 10% | -34% | -6% | 0.4% | 7%

# Next part:
mol	12-LOX inh	Vif-A3F inh	mIDH1 inhibitor	USP1-UAF1 inh	rTrxR1 inhibitor	RGS4 inh	Vif-A3G inh	RXFP1 ag	TrxR1 substrate
CC(OC(=O)c1cc(Br)ccc1O)C(=O)Nc1ccc(S(=O)(=O)N2CCCC2)cc1 (configuration not stated)	-24%	1%	-3%	-4%	4%	11%	-3%	-1.6%	-5%
C=CCN1N=C(c2ccc(NC(=O)c3ccccc3)cc2)CSC1=O	-16%	-5%	-8%	-12%	7%	-4%	-11%	0.8%	-4%
CCOc1cc(CN2CCCC(CNC(=O)c3ccc(F)cc3)C2)ccc1OC (configuration not stated)	-6%	-1%	6%	-10%	40%	-13%	-6%	3.9%	10%
CCOC(=O)C1CCN(C(=S)Nc2cc(OC)c(OC)cc2C(=O)OC)CC1	13%	0%	9%	-12%	3%	-3%	1%	1.0%	3%
O=C(c1ccco1)n1nc(NCc2ccccc2)nc1NCc1ccccc1	108%[activator]	4%	4%	-10%	5%[57.1 µM]	7%	-7%	7.1%	7%[57.1 µM]
O=C(COc1ccc([N+](=O)[O-])cc1)Nc1ccc(NC(=O)c2ccccc2)cc1	351%[activator]	-2%	4%	-6%	25%	-7%	1%	2.8%	12%
Cc1nn(-c2ccccc2)c(C)c1NC(=O)COC(=O)c1cc([N+](=O)[O-])ccc1NCCO	-4%	-3%	-1%	-22%	-8%	-24%	-8%	-0.8%	-12%
Cn1c(=O)n(Cc2ccc(Cl)cc2)c(=O)c2c1nc1n2CCN1Cc1ccco1	-6%	2%	7%	-18%	12%	-11%	0%	-0.4%	7%
CSc1ccc(C2NC(=O)c3ccccc3N2)cc1 (configuration not stated)	?	-2%	2%	-23%	-13%	-1%	10µM*	.	77%[activator]
COC(=O)c1ccc(CNC(=O)CN(CCC(C)C)S(=O)(=O)c2ccc3c(c2)OCCO3)cc1	-6%	4%	0%	-25%	0%	7%	0%	4.5%	-12%
CNC(=S)NNC(=O)c1ccc(C(C)(C)C)cc1	133%[activator]	?	4%	-2%	16%	5%	0%	-1.0%	9%
COC(=O)c1ccc(CS(=O)(=O)c2ccccc2C)o1	24%	-11%	12%	-15%	0%[57.1 µM]	-8%	1%	-0.9%	11%[57.1 µM]
S=c1[nH]c(-c2ccc(Br)cc2)cn1CCc1ccccc1	473%[activator]	1%	6%	-19%	16%[57.1 µM]	-18%	-1%	?	6%[57.1 µM]
Cc1occc1C(=O)N/N=C/c1cccs1	8%[57.4 µM]	4%	-2%	4%	0%	-4%	2%	1.6%	-1%
COc1cc(C(=O)NCCC(=O)NC(C)C)cc(OC)c1OC	-3%	1%	-1%	-12%	16%[57.1 µM]	-26%	5%	-1.0%	-4%[57.1 µM]
Cc1ccc(N2C(=O)CN(Cc3ccccc3)C2=S)cc1C	?	0%	4%	-19%	11%[57.1 µM]	-32%	3%	4.0%	7%[57.1 µM]
CCOc1ccc2[nH]c(=O)c(CN(Cc3ccc(F)cc3)C(=O)N3CCCC3)cc2c1	34%[activator]	3%	0%	-10%	-3%[57.1 µM]	-15%	-7%	12%	18%[57.1 µM]
COc1ccc(C2c3[nH]c4ccccc4c3C[C@H]3C(=O)N(c4ccccc4C(=O)NCCN4CCOCC4)C(=O)N23)cc1 (some centres not stated)	-18%	-5%	5%	-16%	-14%	-12%	-7%	0.1%	0%
CC1CCN(S(=O)(=O)c2ccc3nc(NCc4ccc(F)cc4)ccc3c2)CC1	?	2%	-3%	-14%	25%[57.1 µM]	5%	4%	0.5%	9%[57.1 µM]
Cc1ccc(OCCCC(=O)Nc2sc3c(c2C(N)=O)CCCC3)cc1	-12%	1%	0%	-19%	-11%	?	3%	2.5%	1%
CN(CC(=O)NC1CCCCC1)S(=O)(=O)c1cccc2nsnc12	0%	-4%	-2%	0%	1%	48%	0%	4.0%	-6%
CC1CCCN(c2ccc3nc4ccccc4c(=O)n3n2)C1 (configuration not stated)	-18%	-14%	4%	-6%	8%[57.1 µM]	-53%	0%	27%	-1%[57.1 µM]
COc1ccc(OC)c(NC(=O)NCCc2c[nH]c3ccccc23)c1	-13%	0%	5%	-10%	14%	-9%	0%	-0.3%	4%
O=C(CCCCCn1c(=S)[nH]c2ccc(N3CCOCC3)cc2c1=O)NCc1ccccc1Cl	8%	5%	7%	?	29%[57.1 µM]	18%	-6%	?	13%[57.1 µM]
CCc1c(C)sc(NC(=O)Cc2ccccc2OC)c1C(=O)N1CCOCC1	33%[activator]	2%	-7%	-24%	17%	-10%	0%	-0.4%	3%

# Only part of the results is shown; rates above refer to the full screens.
